Screens: PubChem, National Center for Advancing Translational Sciences (NCATS)
TrxR1 substrate: rat thioredoxin reductase 1 substrate activity. O89049. purified TrxR1 substrate turnover, NADPH consumption readout. Potency, µM (highest dose often 114 µM), for inactives: at the highest dose activity change, negative = substrate turnover. actives 0.01% (n = 390,000); also: potency is read from the fitted curve at half-maximal effect; % is scaled to controls: 0 for no effect and ±100 for the full control effect; nearly all actives have a fitted effect of over 50% in size
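Rat TrxR1, dispensed at 90 nM, was prereduced with 400 uM NADPH (final) for 5 min at ~22 deg C, then incubated with compound 15 min before 400 uM selenite. A first-read NADPH fluorescence drop versus no-compound background flagged substrates.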
HP1b binding inh: blocks HP1-beta chromodomain binding to methylated histone tails; P83916; AlphaScreen HP1-beta / biotin-H3K9me3 peptide binding; Potency, µM (doses to about 114 µM), for inactives: top-dose activity change, negative = inhibition, hits mostly inhibitors; actives 0.56% (n = 390,000); also: potency is read from the fitted curve at half-maximal effect; nearly all actives have a fitted effect of over 70% in size; inactives centre near 23
Target sequence (P83916 whole entry, looked up): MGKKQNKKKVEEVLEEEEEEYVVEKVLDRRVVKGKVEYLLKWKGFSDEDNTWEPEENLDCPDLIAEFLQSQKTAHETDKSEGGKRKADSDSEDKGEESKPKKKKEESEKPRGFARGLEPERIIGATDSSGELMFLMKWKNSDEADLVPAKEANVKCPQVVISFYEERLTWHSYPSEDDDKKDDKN
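HP1-beta protein (50 nM final) preincubated 30 min at room temperature with biotinylated H3(1-18)K9me3 peptide (50 nM) in PBS pH 7.4, 0.01% Tween-20, then compound added for 30 min. AlphaScreen streptavidin donor/nickel chelate acceptor beads (10 ug/mL final), 30 min dark, luminescence read.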
USP1 inh: blocks the human USP1/UAF1 deubiquitinase complex. O94782. recombinant USP1/UAF1, Ub-Rhodamine cleavage fluorescence. Potency, µM (highest dose often 57.1 µM), for inactives: at the top dose activity change, negative = inhibition, most hits filed as inhibitors. actives 0.23% (n = 390,000); also: potency is read from the fitted curve at half-maximal effect; % is scaled to controls: 0 for no effect and ±100 for the full control effect; nearly all actives have a fitted effect of over 60% in size; inactives centre near -12
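1 nM enzyme complex + cpd, 15 min RT; start with Ub-Rho 150nM final; kinetic fluorescence ex 480/em 540, 6 reads q60 s. Buffer 50mM HEPES pH 7.8, 0.5mM EDTA, 0.1 mg/ml BSA, 1mM TCEP, 0.01% Tween-20.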
PGK inhibitor: blocks T. brucei phosphoglycerate kinase | PGK/GAPDH coupled, Kinase-Glo luminescence, 60 min | Potency, µM (highest dose often 57.5 µM), for inactives: at the top dose activity change, negative = inhibition, actives largely listed as inhibitors | AID 602233 | actives 0.043% (n = 380,000); also: potency is read from the fitted curve at half-maximal effect; % is scaled to controls: 0 for no effect and ±100 for the full control effect; nearly all actives have a fitted effect of over 60% in size
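Recombinant glycosomal PGK reaction used 1,3-bisphosphoglycerate generated in-well by GAPDH (100nM final) in 100mM TEA pH 7.6, 5mM MgCl2, 0.01% Tween-20. After 60 minutes at room temperature, ATP was read by Kinase-Glo Plus luminescence end-point.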
mIDH1 inhibitor: human IDH1 R132H inhibition; O75874; IDH1-R132H enzyme, NADPH consumption, diaphorase/resazurin fluorescence; actives 0.093% (n = 390,000); Potency, µM (top dose mostly 76.6 µM), inactives show at the top dose activity change, negative = inhibition, most hits filed as inhibitors; also: potency is read from the fitted curve at half-maximal effect; % is scaled to controls: 0 for no effect and ±100 for the full control effect; nearly all actives have a fitted effect of over 65% in size
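IDH1-R132H (0.5 ug/mL dispensed) in pH 7.5 Tris buffer was preincubated 30 min with compound, then given a substrate mix of 0.016 mM NADPH and 2 mM alpha-KG for 80 min at room temperature; remaining NADPH was read by diaphorase/resazurin fluorescence.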
PI4K2A block: blocks human PI4K2A kinase activity | purified PI4K2A, ADP-Glo luminescence, 1 h; hits give low values | Q9BTU6 | activity change, negative = inhibition, % at 76.9 µM | actives 0.13% (n = 420,000); in the data active = activity change below about -50%; inconclusive = mostly about -30% to -49%;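 also: -100% = wells without enzyme as full effect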
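In this quantitative HTS, ADP production by PI4K2A was quantified luminescently after 1 h at ambient temperature; 100 microM adenosine served as plate-quality control.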
Pin1 inhibitor: inhibitors of human Pin1 | Pin1 FP peptide displacement, HiFluor488, 10 min | Potency, µM (titrated, usually from 115 µM), without a hit: at the top dose activity, negative = inhibition, most hits filed as inhibitors | actives 0.009% (n = 390,000) | Q13526 | AID 504891; active = well fitted inhibition curve with a large enough effect in the polarisation, with a control signal flat, not every such curve was filed as active; inconclusive = small, poorly fitted or top-dose-only effect, or effect the other way, or a change in a side signal; inactive = no such curve, though single readings can be large or run the other way; the % refers to the polarisation; also: potency is read from the fitted curve at half-maximal effect; % is scaled to controls: 0 for no effect and ±100 for the full control effect
Target sequence (Q13526 whole entry, looked up): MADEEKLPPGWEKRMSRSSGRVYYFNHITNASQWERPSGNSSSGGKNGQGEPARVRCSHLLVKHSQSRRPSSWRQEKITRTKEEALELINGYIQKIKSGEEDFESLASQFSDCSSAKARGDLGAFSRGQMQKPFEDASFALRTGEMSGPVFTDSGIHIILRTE
GLS inh: inhibitors of human glutaminase (GLS); Potency, µM (doses to about 45.5 µM), inactives show at the highest dose activity change, negative = inhibition, hits mostly inhibitors; O94925; GLS enzymatic activity, qHTS titration; actives 0.21% (n = 410,000); AID 624170; also: potency is read from the fitted curve at half-maximal effect; % is scaled to controls: 0 for no effect and ±100 for the full control effect
Target sequence (O94925 whole entry, looked up): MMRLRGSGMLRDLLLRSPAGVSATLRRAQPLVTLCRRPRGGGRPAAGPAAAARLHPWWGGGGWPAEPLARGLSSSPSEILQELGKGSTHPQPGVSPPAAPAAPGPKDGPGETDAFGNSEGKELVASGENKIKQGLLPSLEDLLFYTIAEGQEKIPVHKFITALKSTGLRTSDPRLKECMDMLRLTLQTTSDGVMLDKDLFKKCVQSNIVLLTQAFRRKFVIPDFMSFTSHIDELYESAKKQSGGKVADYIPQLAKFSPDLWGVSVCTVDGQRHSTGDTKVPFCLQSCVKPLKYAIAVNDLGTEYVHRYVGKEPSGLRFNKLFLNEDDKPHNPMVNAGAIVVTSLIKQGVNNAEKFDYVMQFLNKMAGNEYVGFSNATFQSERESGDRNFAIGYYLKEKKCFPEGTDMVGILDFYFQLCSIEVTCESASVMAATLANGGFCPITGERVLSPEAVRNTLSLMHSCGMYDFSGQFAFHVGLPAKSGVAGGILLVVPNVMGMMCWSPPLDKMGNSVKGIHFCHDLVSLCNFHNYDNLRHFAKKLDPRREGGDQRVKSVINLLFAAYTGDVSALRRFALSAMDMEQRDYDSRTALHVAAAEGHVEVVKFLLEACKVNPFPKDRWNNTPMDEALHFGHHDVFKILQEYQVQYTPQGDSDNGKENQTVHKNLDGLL
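Coupled fluorescence readout: glutamate oxidase/HRP/Amplex Red detect glutamate formed by hKGA from L-glutamine (1 mM solution added). Buffer 45 mM KH2PO4 pH 8.2, 0.02% Tween-20; reads at t0 and 30 min RT.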
rTrxR1 inhibitor: inhibitors of rat thioredoxin reductase 1 | O89049 | recombinant rTrxR1, NADPH fluorescence consumption, selenite substrate | Potency, µM (top dose mostly 114 µM), for inactives: at the highest dose activity change, negative = inhibition, actives largely listed as inhibitors | actives 1% (n = 390,000); also: potency is read from the fitted curve at half-maximal effect; % is scaled to controls: 0 for no effect and ±100 for the full control effect; nearly all actives have a fitted effect of over 65% in size
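Rat TrxR1 (90 nM in the dispensed reagent) was pre-reduced with 400 uM NADPH for 5 min at room temperature, then incubated with compound for 15 min. After 400 uM selenite was added, NADPH fluorescence (Ex 340/Em 450 nm) was followed for 8 min.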
* = called active by the depositor; i = inactive; ? = inconclusive; nt = no result given; [ ] = dose if it differs, or a comment. Unless noted, calls follow the shape of the dose curve; as a rule, active = well fitted curve in the direction sought with a large enough effect; inconclusive = small, poorly fitted or top-dose-only effect, or another doubt; inactive = no such curve, though single readings can be large; an effect the other way counts as inactive or inconclusive. Not all compounds are listed, so the mix of outcomes need not match the whole.

TrxR1 substrate	HP1b binding inh	USP1 inh	PGK inhibitor	mIDH1 inhibitor	PI4K2A block	Pin1 inhibitor	GLS inh	rTrxR1 inhibitor	Structure
60%[activator]	45%[activator]	-25%	?	10%	?	5%	-1%	-20%	Cc1ccc2c(c1)Cc1nc3ccccc3nc1-2
10%[57.1 µM]	19%	-19%	7%	6%	-18	3%	1%	18%[57.1 µM]	CC(=O)Nc1ccc(NC(=O)CSc2nnc3c4ccccc4n(C)c3n2)cc1
3%[57.1 µM]	-9%[57 µM]	5%	-3%	-11%	-18	-1%	1%	7%[2.29 µM]	S=C(NN=Cc1ccc2c(c1)OCO2)NN=Cc1ccc2c(c1)OCO2
0%	40%[activator]	-23%	-4%	0%	7	-3%	-16%	13%	Cc1nn(-c2ccccc2C(F)(F)F)c(=O)c2noc(C)c12
4%[57.1 µM]	28%	-14%	2%	-2%	-7	2%	-2%	1%[57.1 µM]	O=C(C1CCCCC1)N1CCN(S(=O)(=O)c2ccc(Br)cc2)CC1
627%[activator]	21%	-8%	-1%	16%	5	-2%	1%	104%[activator]	CCCC(NC(=O)COc1cc2c(c3oc(=O)cc(C)c13)CCC(C)(C)O2)C(=O)O (centres undefined)
13%	18%	-13%	3%	0%	-4	4%	0%	4%[57.1 µM]	N#Cc1c(NCCN)nc(-c2ccccc2)c2c1CCCC2
-4%[57.1 µM]	10%	-5%	3%	-5%	2	1%	8%	3%[57.1 µM]	COc1ccc(S(=O)(=O)N2CCOC2CNC(=O)C(=O)NCCc2c[nH]c3ccccc23)cc1 (centres undefined)
-14%	23%	1%	3%	0%	-2	?	-2%	-25%	CC1(C)CC(=O)C(N=Nc2cc3c(cc2[N+](=O)[O-])OCCO3)=C(O)C1
-11%[57.1 µM]	49%[activator]	-1%	3%	-4%	0	7%	-11%	-79%	CN(/N=C/c1ccc2c(c1)OCO2)c1nc(N2CCOCC2)nc(N2CCOCC2)n1
-7%	-2%	-8%	2%	0%[38.3 µM]	-4	-2%	-1%	?	C#CCOCCOCCOCCNc1nc(N2CCN(C(=O)[C@H](CCCCN)n3cc([C@@H](N)C(C)CC)nn3)CC2)nc(N2CCN(C(=O)[C@H](Cc3ccc(O)cc3)n3cc([C@@H](N)C(C)CC)nn3)CC2)n1 (some centres undefined)
6%	-4%	?	-8%	-3%	-4	-7%	9%	16%	COc1ccc(CNC(=O)CCN2C(=O)c3ccccc3C2=O)cc1OC
-4%	24%	-3%	i	-20%	-1	24%	-12%	24%	Cc1ccccc1Cn1cc(CCC(=O)NCc2cccc(Br)c2)c2ccccc21
-13%	19%	-13%	-3%	-10%	1	18%	3%	1%	Cc1ccc(S(=O)(=O)Nc2ccc3c(c2)C(=O)N([C@H](C)CO)C[C@H](C)[C@@H](CN(C)C(=O)Nc2ccc(C(F)(F)F)cc2)O3)cc1
4%[2.29 µM]	30%	?	-8%	9%	-2	39%[activator]	-3%	15%[2.29 µM]	Cc1nc2nc(SCC(=O)N(Cc3ccccc3)C(C)C)nn2c(C)c1Cc1ccccc1Cl
-10%	26%	-1%	6%	6%	-1	-2%	10%	-19%	COc1cccc(NC(=O)CN2CCCCCC2)c1
4%	54%[activator]	-16%	3%	7%	16	3%	19%	?	CC(C)Oc1ccc(C(=O)CCN2CCCCC2)cc1
-16%	17%	-6%	i	4%	-2	-2%	-2%	-17%	CCc1nc(SCC(=O)NC2CCCC2)c2c(=O)n(C)c(=O)n(C)c2n1
-6%	-22%	-7%	0%	-3%	1	-1%	8%	4%	CC1=NN(C(N)=S)C(=O)C1N=Nc1ccc(Cl)cc1Cl (centres undefined)
-2%[57.1 µM]	36%	-1%	2%	-6%	1	8%	-1%	14%[57.1 µM]	Cc1ccc2nc(-c3ccccn3)cc(C(=O)Nc3ccc(S(=O)(=O)N4CCOCC4)cc3)c2c1
-1%	38%	-13%	-5%	-5%	1	?	-2%	40%[activator]	Cc1ccccc1CC1(CO)CCCN(C(=O)c2cc(-c3ccccc3)no2)C1 (centres undefined)
-9%	26%	-5%	-6%	2%	1	6%	-10%	17%[57.1 µM]	COc1ccc(OC)c(NC(=O)c2cc3c(cc2Cl)N2CCCCCC2=NS3(=O)=O)c1
-3%	10%	-10%	-1%	2%	3	-6%	18%	-1%	S=C(NCCSCc1c(Cl)cccc1Cl)Nc1ccccc1
-9%	13%	2%	i	1%	-15	4%	6%	-10%	O=C(O)COc1cccc(NC(=O)C2CCCO2)c1 (centres undefined)

Shown tab-delimited: 5 of the compounds above
structure	TrxR1 substrate	HP1b binding inh	USP1 inh	PGK inhibitor	mIDH1 inhibitor	PI4K2A block	Pin1 inhibitor	GLS inh	rTrxR1 inhibitor
CCc1nc(SCC(=O)NC2CCCC2)c2c(=O)n(C)c(=O)n(C)c2n1	-16%	17%	-6%	i	4%	-2	-2%	-2%	-17%
Cc1ccc(S(=O)(=O)Nc2ccc3c(c2)C(=O)N([C@H](C)CO)C[C@H](C)[C@@H](CN(C)C(=O)Nc2ccc(C(F)(F)F)cc2)O3)cc1	-13%	19%	-13%	-3%	-10%	1	18%	3%	1%
CC1=NN(C(N)=S)C(=O)C1N=Nc1ccc(Cl)cc1Cl (centres undefined)	-6%	-22%	-7%	0%	-3%	1	-1%	8%	4%
COc1cccc(NC(=O)CN2CCCCCC2)c1	-10%	26%	-1%	6%	6%	-1	-2%	10%	-19%
S=C(NCCSCc1c(Cl)cccc1Cl)Nc1ccccc1	-3%	10%	-10%	-1%	2%	3	-6%	18%	-1%

The list goes on:
TrxR1 substrate	HP1b binding inh	USP1 inh	PGK inhibitor	mIDH1 inhibitor	PI4K2A block	Pin1 inhibitor	GLS inh	rTrxR1 inhibitor	Structure
2%	7%	-17%	nt	nt	5	1%	-3%	9%	CCCNS(=O)(=O)c1cc(-c2nn3c(C)nnc3c3ccccc23)ccc1C
6%[57.1 µM]	12%	-6%	6%	2%	-5	-12%	8%	5%[57.1 µM]	COc1ccc(NC(=O)CN2C(=O)COc3ccc(C)cc32)c(OC)c1
30%[57.1 µM]	?	?	-24%	4%	?	nt	7.9µM*	13µM*	Cn1c(N)c(C(=O)COC(=O)c2cc(-c3ccco3)nc3ccccc23)c(=O)n(C)c1=O
1%	45%[activator]	nt	nt	nt	nt	1%	nt	15%	CC(=O)c1ccc(S(=O)(=O)N2CCN(c3nc(-c4cccs4)nc4ccccc34)CC2)cc1
-6%	65%[activator]	-15%	8%	13%	-3	-2%	7%	25%[57.1 µM]	CCCCCCOC(=O)CC1CC(C(C)=O)C1(C)C (centres undefined)
5%	39%	-13%	-1%	6%	6	-6%	-1%	19%	CCOC(=O)C1(Cc2ccc(OC)cc2)CCN(C(=O)c2sc(C)nc2C)CC1
-7%	?	-17%	-8%	0%	-1	?	13%	5%	COC(=O)Cc1c[nH]c2cccc(OCC(O)CN(Cc3ccc([N+](=O)[O-])cc3)C(C)(C)C)c12 (centres undefined)
3%	59%[activator]	-20%	-4%	-10%	1	2%	-12%	16%	CCCc1nn2c(=O)cc(COc3ccc(/C=C(\C#N)C(=O)Nc4ccccc4)cc3)nc2s1
9%	22%	-17%	7%	3%	6	5%	4%	-14%	OC(C#CCN1CCOCC1)(c1ccccc1)C1CC1 (centres undefined)
59%[activator]	31%	-22%	-7%	-3%	1	-4%	11%	19%	O=C(N/N=C/c1ccc(N2CCOCC2)cc1)C1CC1
9%	70%[activator]	-17%	0%	10%	-3	-9%	0%	-2%	CCN(Cc1ccncc1)C(=O)CC1C(=O)NCCN1Cc1ccc(F)c(F)c1 (centres undefined)
4%[57.1 µM]	29%	-18%	-4%	-3%	-8	-12%	0%	3%[57.1 µM]	c1ccc2c(-c3nnc4n3CCCCC4)c[nH]c2c1
-2%	8%	-3%	0%	-7%	-3	-3%	20%	4%	COc1ccc(Cl)cc1NC(=S)N(Cc1ccccc1C)CC1CCC(C(=O)O)CC1 (centres undefined)
-10%	41%[activator]	-12%	-7%	-1%	3	?	nt	0%	S=C(Nc1ccccc1)Nc1ccc(OCc2ccccc2)cc1
-3%	15%	-13%	-5%	14%	-2	-8%	1%	4%	Cc1[nH][nH]c(=O)c1C=NCc1ccc(Cl)cc1
-3%	23%	-9%	0%	-1%	9	4%	2%	-2%	Cc1nc(N2CCN(Cc3ccc4c(c3)OCO4)CC2)[nH]c(=O)c1C
